N-glyco inh: N-linked glycosylation inhibition; D54 ERlucT glycosylation luciferase reporter, 24 h; percent of 100 nM tunicamycin response; 360,000 compounds, 0.23% hits; AID 588692; reporter increase, % at 12.5 µM;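 active = mean luciferase reporter signal, scaled so untreated is 0 and the glycosylation-blocking control 100, at or above a set limit in every replicate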;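 note: luciferase carries N-glycosylation sites so blocking glycosylation raises the light; 0% = median of neutral control wells and 100% = median of 100 nM tunicamycin wells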
Granule exo inh: blocks lytic granule exocytosis. TALL-104 LAMP-1 surface exposure, flow cytometry; cells stimulated with thapsigargin and PMA. 360,000 compounds, 0.66% hits. inhibition, % at 10 µM;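 active = inhibition above about 55%, limit read from the data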
PDI inh: PDI (human) enzyme inhibition; AID 588391; P07237; 350,000 compounds, 0.052% hits; inhibition, % at 10 µM; PDI insulin aggregation turbidity, A650, 90 min;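 active = mean inhibition across replicates of 30% or more, whatever share of single replicates reach that level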;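 note: absorbance from insulin aggregation driven by PDI reduction with DTT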
Target sequence (P07237 whole entry, looked up): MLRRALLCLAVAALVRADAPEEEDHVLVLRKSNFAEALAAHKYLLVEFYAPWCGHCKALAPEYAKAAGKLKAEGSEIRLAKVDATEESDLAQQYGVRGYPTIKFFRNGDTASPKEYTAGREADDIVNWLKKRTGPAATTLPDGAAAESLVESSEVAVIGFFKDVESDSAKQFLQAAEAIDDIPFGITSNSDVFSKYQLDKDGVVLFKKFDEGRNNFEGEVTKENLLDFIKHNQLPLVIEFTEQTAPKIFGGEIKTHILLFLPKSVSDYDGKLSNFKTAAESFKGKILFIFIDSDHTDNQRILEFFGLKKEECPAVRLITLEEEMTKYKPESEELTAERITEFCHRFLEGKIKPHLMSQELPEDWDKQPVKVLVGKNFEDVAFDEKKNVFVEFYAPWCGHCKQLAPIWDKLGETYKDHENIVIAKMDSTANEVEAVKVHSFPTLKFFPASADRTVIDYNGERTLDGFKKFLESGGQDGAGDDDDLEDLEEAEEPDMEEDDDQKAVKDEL
ABCB6 inh MLPCN: inhibitors of human ABC transporter ABCB6. Q9NP58. fluorescence ratio to DMSO, % at 10 µM. AID 602162. 360,000 compounds, 0.19% hits. K562-ABCB6 porphyrin accumulation, flow cytometry, 1 h; stronger effect = lower value;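 active = fluorescence ratio to DMSO below 75%, the collection mean minus 3 SD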;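 note: signal is porphyrin accumulated inside mitochondria; 100% equals median channel fluorescence of DMSO control wells; lower ratio means ABCB6 inhibition with less porphyrin fluorescence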
HTR2A ag: mouse HTR2A agonism via beta-arrestin recruitment | P35363 | CHO-K1 mHTR2A beta-arrestin complementation, luminescence; percent of 30 µM serotonin response | activation, % at 7.6 µM | 360,000 compounds, 0.66% hits;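 active = activation above a run cutoff, the mean activation of all tested compounds plus 3 SD, cut at about 14% in these data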;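 note: 0% = plate median of compound wells and 100% = 30 µM serotonin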
Target sequence (P35363 whole entry, looked up): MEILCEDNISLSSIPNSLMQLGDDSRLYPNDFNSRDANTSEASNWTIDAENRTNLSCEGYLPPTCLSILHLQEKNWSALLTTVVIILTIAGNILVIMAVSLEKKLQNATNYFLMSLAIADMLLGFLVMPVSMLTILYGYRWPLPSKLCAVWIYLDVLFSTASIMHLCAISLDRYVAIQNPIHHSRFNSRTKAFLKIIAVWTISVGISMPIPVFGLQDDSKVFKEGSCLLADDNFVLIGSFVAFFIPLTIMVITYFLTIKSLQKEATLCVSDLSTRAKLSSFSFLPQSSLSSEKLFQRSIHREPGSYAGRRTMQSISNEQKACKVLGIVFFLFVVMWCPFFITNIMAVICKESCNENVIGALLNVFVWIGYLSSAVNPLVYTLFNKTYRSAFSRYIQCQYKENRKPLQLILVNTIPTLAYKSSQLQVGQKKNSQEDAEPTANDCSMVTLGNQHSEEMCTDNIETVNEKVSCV
Cardio protect: modulators protecting cardiomyocytes from myocardial damage; H9c2 cardiomyocytes, H2O2 injury protection, ATPLite, 2 h; protection from H2O2 cell death, % at 20 µM; 360,000 compounds, 0.63% hits; AID 588492;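 active = compounds giving at least 50% protection of heart cells from peroxide-induced death in the single-dose screen, raw or plate-pattern-corrected value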;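 note: 0% = DMSO wells with peroxide and 100% = DMSO wells without peroxide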
iPSC survival up: hiPSC single-cell survival enhancement; 360,000 compounds, 0.044% hits; ATPlite luminescence; 100% = ROCK inhibitor wells, 0% = DMSO; survival enhancement, % at 20 µM; AID 602274; in the data active = survival enhancement above about 18%;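 note: cells exposed to compounds for 16 hours before the ATP read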
Vif inh: HIV Vif inhibition | HEK293T cells, Vif self-association by quenched fluorescence, imaging, 24 h | inhibition, % at 7.49 µM | 340,000 compounds, 0.35% hits; in the data active = inhibition above about 50%, passing the limit was not always enough; note: some results filed as inactive read as strong as hits
aDG glyco up: increases alpha dystroglycan glycosylation; Pro5-aDG cells, alpha-DG glycosylation AlphaScreen (IIH6); 0% Pro5, 100% B10-LARGE cell signal; activation, % at 10 µM; 360,000 compounds, 0.22% hits;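 active = activation of at least 8% versus controls, or a plate z-score of at least 8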;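 note: Pro5 are CHO cells carrying HIG-tagged alpha-DG that lacks glycosylation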
CaV13 FRET inh: Primary screen for inhibitors of IQ motif and Ca2+-dependent inactivation inhibitor domain binding in CACNA1D, Förster resonance energy transfer in living cells, … | HEK cells, CFP/YFP FRET ICDI-IQ, plate reader, 10 min; percent FRET-ratio fall versus neutral wells | inhibition, % at 12.3 µM | 340,000 compounds, 0.098% hits;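 active = mean replicate inhibition of at least 30% and at least 1% of replicates passing that level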;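 note: 0% = median of the neutral control wells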
* = called active by the depositor; . = no result given.

SMILES | N-glyco inh | Granule exo inh | PDI inh | ABCB6 inh MLPCN | HTR2A ag | Cardio protect | iPSC survival up | Vif inh | aDG glyco up | CaV13 FRET inh
O=C(COC(=O)c1cc(-c2cccc3ccccc23)nc2ccccc12)NC1CCS(=O)(=O)C1 (stereo unspecified) | 0 | -3 | -2 | 108 | 2 | 11 | -3.5 | -1 | 0.1 | -20
COc1ccccc1C(=O)Nc1ccc(S(=O)(=O)Nc2onc(C)c2C)cc1 | 2 | 4 | -1 | 95 | 0 | -2 | -0.6 | 20 | -0.1 | 5
COC(=O)c1c(NC(=O)CN2CCN(C(=O)c3ccco3)CC2)c2cc(C)ccc2n1C | 1 | -2 | 1 | 98 | 7 | 16 | -1.8 | 13 | 0.0 | -3
COc1cccc(/C=N/NC(=O)CCn2c3ccccc3c3ccccc32)c1 | -4 | 11 | 4 | 99 | 11 | -19 | 8.4 | -18 | 0.2 | -5
COc1ccccc1CN=c1c([N+](=O)[O-])nn(-c2ccc3c(c2)OCCO3)n1O | 5 | -1 | 4 | 105 | 2 | 3 | -1.5 | 3 | 0.1 | -15
CN(Cc1ccccc1)C(=O)COC(=O)CCNC(=O)c1ccccc1Cl | 2 | 6 | -2 | 101 | -3 | -4 | -0.5 | -4 | 0.1 | -2
O=C(CNC(=O)c1ccco1)OCc1c(F)cccc1Cl | 0 | 0 | 0 | 98 | 4 | -2 | 0.7 | -7 | 0.2 | -4
Cc1c(C(=O)NC2CCCCC2)sc2ncnc(N3CCN(c4ccccc4)CC3)c12 | 5 | 54 | -5 | 92 | -2 | -1 | -0.4 | -9 | 0.0 | -5
CCOc1cc(N2CCOCC2)c(OCC)cc1NC(=O)CN1C(=O)C2C3C=CC(C3)C2C1=O (stereo unspecified) | 0 | 0 | 0 | 96 | 8 | 9 | -0.4 | 3 | 0.1 | 1
CC1CCN(c2ccc(C(=O)NCc3ccc4c(c3)OCO4)cc2[N+](=O)[O-])CC1 | -2 | -1 | -7 | 101 | -5 | -5 | -0.5 | -1 | -0.1 | -2
CN(CC(=O)NCc1ccc(F)cc1)S(=O)(=O)c1ccc2c(c1)n(C)c(=O)c(=O)n2C | 1 | -4 | -11 | 102 | -4 | 4 | 1.3 | -4 | -0.2 | -4
N#Cc1cc(-c2ccccc2)cnc1Cl | -2 | -2 | -6 | 96 | 1 | -1 | -1.6 | . | 0.3 | -4
CNCCc1ccccn1 | 5 | -1 | -1 | 106 | 5 | -5 | 3.4 | -3 | -0.1 | -4
O=S(=O)(Cc1ccccc1)/C1=C(\N2CCOCC2)CCCCCC1 | -1 | -1 | -1 | 93 | 0 | -1 | 1.0 | 6 | 0.3 | -4
Cn1cc(CN2CCCC(C(=O)c3nccn3C)C2)c(-c2cccc(Cl)c2)n1 (stereo unspecified) | 3 | -1 | 0 | 100 | 3 | -1 | 0.3 | 1 | 0.0 | -5
O=C(NCCCNC(=O)c1cc(Cl)ccc1Cl)c1ccccn1 | 2 | -2 | 7 | 106 | 0 | 6 | 0.2 | -6 | 0.0 | -5
CC(C)(C)n1nnnc1CN(Cc1cccnc1)Cc1ccccc1Cl | 1 | 2 | -6 | 94 | -3 | -5 | 0.4 | 26 | -0.1 | .
CCc1nc2ccc(C(=O)N3CCN(C(=O)c4ccco4)CC3)cn2c1N(C)C(=O)COc1ccccc1 | 4 | -14 | 1 | 91 | 0 | 1 | -1.2 | 4 | -0.1 | -5
Cc1nn(-c2ccccc2)c(Cl)c1CN(C(=O)CCl)c1cccc2ccccc12 | -15 | 14 | 1 | 94 | -3 | -7 | -1.7 | 0 | -0.5 | -5
Cc1coc2c1c(C)cc1oc(=O)c(CC(=O)NCCCCCC(=O)O)c(C)c12 | 1 | -2 | 6 | 97 | 4 | 1 | -0.3 | -3 | 0.1 | -3
C=CCc1ccccc1OCC(CN1CCCCC1)OC(C)=O (stereo unspecified) | 0 | -3 | 1 | 94 | 7 | -1 | -3.4 | 4 | 0.3 | -5
CCOc1ccc(N2CC(C(=O)Nc3ncccc3C)CC2=O)cc1 (stereo unspecified) | 0 | 11 | -13 | 101 | -2 | 2 | -2.5 | -3 | 2.0 | .
Cc1nc(Nc2nc(-c3ccccc3)cc(=O)[nH]2)nc2ccccc12 | 103* | -4 | -5 | 90 | 1 | 5 | -0.4 | -22 | -0.4 | -5
COc1ccc(OCc2nnc(SCC(=O)N(C)Cc3ccccc3)n2N)cc1 | 2 | 0 | 10 | 98 | 1 | 7 | -0.1 | -8 | -0.1 | -20
COc1ccc(OC)c(C2C(C(C)=O)=C(O)C(=O)N2CCN2CCOCC2)c1 (stereo unspecified) | 1 | 1 | -5 | 93 | 2 | -3 | 0.3 | 0 | -0.2 | -3
SMILES | N-glyco inh | Granule exo inh | PDI inh | ABCB6 inh MLPCN | HTR2A ag | Cardio protect | iPSC survival up | Vif inh | aDG glyco up | CaV13 FRET inh
CN(CC(=O)Nc1cccc(F)c1)C(=O)CCCc1cccs1 | 1 | -7 | 2 | 100 | -1 | 0 | 1.1 | 1 | -0.1 | -5
COc1ccc(/C=N\NC(=O)c2ccccc2Br)cc1COc1ccccc1 | 3 | -25 | -1 | 91 | -1 | -2 | -0.4 | 5 | 5.5 | .
COC(=O)c1ccc(NC(=O)CSc2n[nH]c(-c3ccncc3)n2)cc1 | 3 | -1 | 13 | 102 | 1 | 15 | -0.8 | 8 | 0.0 | 0
Fc1cc2nc(-c3ccncc3)[nH]c2cc1F | 2 | -1 | 2 | 100 | 3 | -1 | 1.5 | 2 | -0.1 | -5
Nc1nonc1C(=O)N/N=C/c1ccncc1 | 1 | -1 | -2 | 98 | 1 | 7 | -0.5 | -1 | -0.6 | -5
COc1ccc2nc(C)cc(SCC(=O)Nc3c(C)cccc3C)c2c1 | -1 | -14 | 8 | 91 | 4 | -4 | 0.6 | -4 | 0.4 | .
CCOc1ccc(-n2c(SCc3ccc(C(=O)OC)o3)nc3c(c2=O)SCC3)cc1 | -5 | 7 | -12 | 90 | 0 | 34 | -0.9 | -14 | -0.2 | -4
CNC(=O)CN(c1cc(C)ccc1C)S(C)(=O)=O | 2 | 2 | -3 | 96 | 0 | 0 | -2.7 | 2 | 0.1 | -1
O=C(O)c1ccc(-n2cncn2)c([N+](=O)[O-])c1 | 0 | -3 | -5 | 98 | 4 | 0 | 0.0 | -2 | -0.2 | -6
CC(OC(=O)CCN1C(=O)c2cccc([N+](=O)[O-])c2C1=O)C(=O)Nc1cc(Cl)cc(Cl)c1 (stereo unspecified) | 1 | 1 | -4 | 97 | -1 | -2 | -2.6 | 2 | 0.2 | -5
Cc1cc(C(C)(C)C)c(OC(=O)[C@@H]2OC(c3ccccc3)=C[C@H]2c2ccccc2)c(C(C)(C)C)c1 | 0 | 4 | -3 | 99 | 8 | -3 | 0.3 | . | -0.1 | -10
CC(C)(c1ccccc1)c1ccc(OCC(O)CN2CCCC2)cc1 (stereo unspecified) | -5 | 2 | 6 | 99 | -4 | 4 | -0.1 | -2 | 0.6 | -21
O=C(NCCc1ccccc1)c1ccc(CS(=O)Cc2ccc(Cl)cc2)o1 (stereo unspecified) | 2 | -1 | -9 | 90 | 2 | 0 | 0.5 | -7 | 1.5 | -3
CCC(C(=O)NC1CCCCC1)n1c(SCc2cccc(F)c2)nc2ccncc21 (stereo unspecified) | -3 | 3 | . | 98 | 1 | -2 | -2.5 | -10 | -0.2 | -8
C/C(=N\NC(=O)c1ccc(O)cc1O)c1cccnc1 | 0 | -1 | -5 | 100 | 3 | -4 | -0.5 | 4 | -0.3 | -6
Cc1cccc(N2C(=O)CC(N3CCN(c4ccccn4)CC3)C2=O)c1 (stereo unspecified) | 0 | 0 | -8 | 98 | 1 | -6 | 0.9 | -1 | 0.2 | 1
S=C(NCCc1ccccn1)Nc1ccc(Cl)cc1 | 0 | -1 | 2 | 97 | -1 | -5 | -0.4 | -1 | 0.1 | -3
O=C(C[C@H]1C[C@H](C(=O)N2CCOCC2)[C@@]2(CCC3CCCC3)c3[nH]c4cc(-c5ccco5)ccc4c3CCN2C1=O)NCc1cccc(C(F)(F)F)c1 | -4 | 2 | 12 | 96 | 0 | -13 | -3.3 | -13 | 0.4 | -5
CCCCn1ccnc1C(=O)c1cccc(S(=O)(=O)N2CC(C)CC(C)C2)c1 (stereo unspecified) | -9 | -2 | 1 | 74* | -2 | -18 | 4.3 | -9 | 0.0 | -7
Cc1cc(N2CC(C)OC(C)C2)nc2ccccc12 (stereo unspecified) | 4 | 0 | 6 | 100 | 0 | 16 | -0.3 | 6 | 0.0 | -5
O=C1CC2(CCN(C(=O)c3ccccc3Cl)CC2)Oc2ccccc21 | -5 | 4 | 4 | 94 | -8 | 3 | -0.5 | -1 | 0.1 | -2
Cc1sc(NC(=O)c2ccco2)c(C(c2cccnc2)N2CCN(CCO)CC2)c1C (stereo unspecified) | 0 | 9 | 2 | 87 | 6 | 4 | 0.7 | -15 | 0.1 | -5
Cc1ccc(NC(=O)C(C)Sc2nnc(-c3cccnc3)o2)cc1 (stereo unspecified) | -1 | -1 | -3 | 93 | -2 | 0 | 6.4 | 18 | -0.2 | -4
O=C(Nc1ccccc1Cl)c1ccc([N+](=O)[O-])o1 | 16 | -1 | 0 | 102 | 5 | -8 | -0.1 | 0 | 0.7 | 1
Cc1cc(C)nc(NS(=O)(=O)c2ccc(NC(=O)COc3ccccc3)cc2)n1 | 1 | 0 | 2 | 95 | 3 | -2 | -1.3 | -10 | -0.1 | -4
SMILES | N-glyco inh | Granule exo inh | PDI inh | ABCB6 inh MLPCN | HTR2A ag | Cardio protect | iPSC survival up | Vif inh | aDG glyco up | CaV13 FRET inh
O=C(CN1CCc2ccccc2C1)Nc1ccc(F)cc1F | -1 | -1 | -2 | 94 | 2 | 1 | 0.1 | -5 | -0.3 | -5
COc1ccc(N(CC(=O)Nc2cc(Cl)ccc2C)S(=O)(=O)c2c(C)noc2C)cc1 | 4 | 2 | -1 | 102 | 7 | -4 | -0.6 | -17 | 0.3 | -3
O=C(O)CCN(Cc1ccccc1)S(=O)(=O)c1ccccc1Cl | 0 | 0 | 3 | 95 | 3 | 13 | -0.6 | 1 | 1.0 | .
CC1CCN(C(=O)c2ccc3c(c2)NC(=O)/C(=C/c2ccccc2)S3)CC1 | -3 | -2 | 1 | 97 | -2 | -12 | -0.6 | -11 | 0.4 | -3
COc1ccc(CC(=O)Nc2ccc(S(=O)(=O)Nc3ncccn3)cc2)cc1OC | 0 | -2 | -1 | 97 | 4 | 7 | -0.3 | 4 | -0.2 | 4
O=C(CCSc1ccc(F)cc1)Nc1ccc(-n2cnnn2)cc1 | -4 | -1 | -2 | 94 | -6 | -12 | 4.8 | -8 | 0.4 | -5

Source: PubChem (several laboratories)

The order is random (roughly 3.1% active in at least one column).
